FBW7 activator = human FBW7 E3 ligase activation, primary screen. Q969H0. AlphaScreen FBW7–phospho-cyclin E peptide binding, activator screen. normalized activity (activation), % at 26.1 µM. hit rate 0.13% among 650,000; in the data active = normalized activity above about 1.9%;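 also: purified mutant Fbw7 with reduced substrate affinity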
TEAD-YAP block = TEAD-YAP interaction inhibition. hit rate 1.4% among 640,000. HEK-TIYL cells, TEAD-Gal4/YAP UAS-luciferase luminescence. AID 1259422. inhibition, % at 9.12 µM; in the data active = inhibition above about 32%;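 also: 0% = median of test compound wells and 100% = reference inhibitor wells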
MITF inh = blocks human microphthalmia-associated transcription factor; O75030; hit rate 0.91% among 650,000; inhibition, % at 2.6 µM; AlphaScreen MITF homodimerization, bead proximity signal; in the data active = inhibition above about 50%;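 also: 0% = vehicle wells with protein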
Target sequence (O75030 whole entry, looked up): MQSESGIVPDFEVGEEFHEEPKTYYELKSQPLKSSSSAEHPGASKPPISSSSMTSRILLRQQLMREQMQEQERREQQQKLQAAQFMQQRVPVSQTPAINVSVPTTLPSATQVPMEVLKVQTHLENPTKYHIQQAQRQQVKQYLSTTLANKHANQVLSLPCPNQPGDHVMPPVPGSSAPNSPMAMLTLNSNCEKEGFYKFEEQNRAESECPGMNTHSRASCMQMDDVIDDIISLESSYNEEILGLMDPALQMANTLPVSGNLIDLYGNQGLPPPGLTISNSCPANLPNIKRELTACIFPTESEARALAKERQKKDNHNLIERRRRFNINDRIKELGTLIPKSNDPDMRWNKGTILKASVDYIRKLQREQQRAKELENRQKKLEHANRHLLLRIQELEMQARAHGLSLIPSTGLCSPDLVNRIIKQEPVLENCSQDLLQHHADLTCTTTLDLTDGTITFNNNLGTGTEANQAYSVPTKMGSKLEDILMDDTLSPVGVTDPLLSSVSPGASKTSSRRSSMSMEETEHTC
GPR151 activ = activators of human GPR151. AID 1508602. hit rate 1% among 650,000. PathHunter beta-arrestin GPR151 cells, luminescence. Q8TDV0. activation, % at 11.2 µM; in the data active = activation above about 4.9%;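 also: 0% = median of compound wells and 100% = cells with positive control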
Target sequence (Q8TDV0 whole entry, looked up): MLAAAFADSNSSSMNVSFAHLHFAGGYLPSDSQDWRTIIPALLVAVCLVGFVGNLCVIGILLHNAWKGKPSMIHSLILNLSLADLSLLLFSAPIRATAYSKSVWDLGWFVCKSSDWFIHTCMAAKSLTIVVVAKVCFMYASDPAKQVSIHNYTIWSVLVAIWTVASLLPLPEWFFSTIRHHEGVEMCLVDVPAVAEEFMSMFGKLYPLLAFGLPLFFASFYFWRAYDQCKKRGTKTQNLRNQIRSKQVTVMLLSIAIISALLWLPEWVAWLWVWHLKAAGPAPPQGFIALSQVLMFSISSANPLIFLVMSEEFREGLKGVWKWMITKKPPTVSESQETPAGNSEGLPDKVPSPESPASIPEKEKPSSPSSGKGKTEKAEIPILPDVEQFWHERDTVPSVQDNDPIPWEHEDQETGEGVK
An asterisk follows results filed as active; / = not tested or not shown.

Molecule	FBW7 activator	TEAD-YAP block	MITF inh	GPR151 activ
c1ccc(Cn2nnnc2C(c2ccc3ncccc3c2)N2CCSCC2)cc1 (stereo not drawn)	-0.2	-13	2	1.1
CCOC(=O)Cn1nnc2ccccc2c1=O	-0.2	5	-3	1.5
Cc1cc(C(=O)COc2ccc(C#N)cc2)c(C)n1-c1ccc2c(c1)OCO2	0.1	3	6	-0.7
O=C(COc1cccc(C(F)(F)F)c1)Nc1cccnc1	0.0	-1	1	0.7
COc1cc(CNc2ccc3ncc(-c4ccc(N)cc4)n3n2)cc(OC)c1OC	-0.2	-1	-14	0.4
COc1cc(/C=C2\SC(=Nc3c(C)cccc3C)N(c3ccccc3)C2=O)ccc1OCc1ccccc1	0.0	-12	1	-1.3
COC(=O)c1ccc(C(c2c(C)[nH][nH]c2=O)c2c(C)[nH][nH]c2=O)cc1	-0.5	10	1	1.6
Cc1ccc(-c2csc(/C(C#N)=C/c3cc4ccccc4nc3Cl)n2)c(C)c1	-0.1	4	7	2.3
Cc1cc(C)n(CC(=O)N(C)c2ccccc2)n1	0.0	1	-5	-1.7
CCn1nc(C)c(CNC(=O)C2CC(Cc3cccc(F)c3)=NO2)c1C (stereo not drawn)	-0.1	-8	-6	-0.5
O=C(COC(=O)c1cccc(N2C(=O)C3C4CCC(C4)C3C2=O)c1)c1ccc(Br)cc1 (stereo not drawn)	-0.1	0	-6	0.8
CCNC(=O)CN(c1ccc(C)cc1)S(=O)(=O)c1ccc(SC)cc1	-0.2	-10	-4	-0.4
COc1ccc2cc(C(N)=O)c(=Nc3ccccc3F)oc2c1	-0.1	-31	-5	1.2
CCOC(=O)C1CCCN(Cc2c[nH]c3ccccc23)C1 (stereo not drawn)	-0.2	11	20	-0.4
COc1ccc(-c2nc(C)c(CCNS(=O)(=O)c3cc(F)ccc3F)s2)cc1	0.1	2	7	-0.1
O=C(/C=C/c1ccc([N+](=O)[O-])cc1)OC1CCCCC1=O (stereo not drawn)	0.1	-1	3	1.9
COc1ccc(C(C)=O)cc1COC(=O)CNS(=O)(=O)c1ccc(C)cc1	-0.3	6	-3	0.7
CCCCCCN1CC(C(=O)OCC)C(=O)C1=O (stereo not drawn)	0.2	12	10	3.7
Cc1cccc(NC(=O)CN(C)S(=O)(=O)c2cc3c(cc2Cl)NC(=O)CO3)c1C	-0.1	8	2	0.5
CCc1ccc(C2=CC(c3cccc(OC)c3)n3nnnc3N2)cc1 (stereo not drawn)	0.0	-9	19	-1.3
CCOc1cc(/C=C2/C(=O)N(C)C(=S)N2C)cc(Cl)c1O	-0.1	-10	32	-1.1
Cc1cnc(-c2c(C)nn(C)c2C)nc1NCCCN1CCCC1=O	0.2	3	8	1.6
CCCCNS(=O)(=O)c1ccc(OCC)cc1	0.8	14	-1	-1.0
CCOC(=O)CC(=O)Nc1sc2c(c1C(=O)OCC)CC(C)(C)OC2	-0.1	6	-6	1.6
Cc1cnc(CN2CCC(c3[nH]ncc3-c3cccc(F)c3)CC2)[nH]1	-0.1	6	1	2.6
O=C(NCCC1=CCCCC1)c1cc(Sc2ccc(Cl)cc2)nc2ccccc12	0.1	-8	13	0.0
C#CCNC(=O)c1c(C)nc2cc(C)ccn12	-0.3	-5	7	1.1
CC1CC(C)(C)NC(=S)N1CCC(=O)N1CCc2ccccc21 (stereo not drawn)	-0.1	2	3	-0.2
COc1ccc(N/C=C\C(=O)c2ccc(Cl)s2)cc1OC	-0.1	4	3	-1.3
NCc1cc(Cl)c(OCc2ccccc2)c(Cl)c1	0.0	1	-23	-1.8
O=C(O)Cc1c(O)ccc2ccccc12	0.0	-2	-3	0.5
CC(C)(C)c1ccc(C(=O)CC(NCc2ccc3c(c2)OCO3)C(=O)O)cc1 (stereo not drawn)	0.0	21	4	-0.5
Cc1cc2nc(N3CCCN(Cc4cccnc4)CC3)nc(C)c2cc1C	0.0	2	7	0.6
Cc1ccc(CNC(=O)CSc2n[nH]c(N)n2)cc1	-0.1	-7	-11	1.7
C=CCSc1nnc2c(n1)OC(c1cc3c(cc1Cl)OCO3)Nc1ccccc1-2 (stereo not drawn)	0.0	-26	9	-0.2
CC(=O)C1=NN(c2ccc(C)cc2)C2C(=O)N(c3ccc(Br)cc3)C(=O)C12 (stereo not drawn)	0.2	1	9	-1.5
COc1ccccc1OCCOc1ccc(/C=C2/C(=N)N3N=C(Cc4ccccc4)SC3=NC2=O)cc1	-0.1	8	12	-0.4
Cc1ccc(S(=O)(=O)N2CCN(c3ccc([N+](=O)[O-])cc3C(F)(F)F)CC2)cc1	-0.1	6	13	-0.2
N#CC1=C(N)N(c2ncn[nH]2)C2=C(C(=O)CCC2)C1c1cccnc1 (stereo not drawn)	0.3	6	4	-1.1
NCCSC1CC(=O)N(Cc2ccc(F)cc2)C1=O (stereo not drawn)	-0.1	-13	9	-1.4
CCOC(=O)c1ccc(NC(=O)CSc2ncn(-c3ccccc3)n2)cc1	-0.1	0	4	-0.7
O=C(OCC1CCCN2CCCCC12)c1ccccc1 (stereo not drawn)	0.0	0	-4	3.2
CNC(=S)Nc1cc2oc3ccccc3c2cc1OC	-0.2	-17	5	-1.5
Cc1cccc(CN2CCN3C(=O)CN(C)C(=O)[C@H]3C2)c1	-0.1	-8	3	0.7
O=C(COC(=O)c1ccc2ccccc2n1)c1cccc([N+](=O)[O-])c1	-0.1	-1	1	-0.5
COC(=O)c1sc(-c2ccccc2)cc1NC(=O)c1cc(=O)c2ccccc2o1	1.1	-5	18	-2.1
CCCCN(CC)S(=O)(=O)c1ccc2[nH]c(=O)cc(C(=O)NCCCOCC)c2c1	1.1	10	3	-1.7
CCn1nc(-c2ccccc2)c2c(=O)n(C)c(=O)[nH]c21	0.0	7	12	0.1
C=CCn1c(=O)c2c(nc3n(-c4ccc(Cl)cc4)c(C)cn23)n(C)c1=O	-0.1	3	-5	-0.8
CCOC(=O)CSc1nnc2n(CC)c(=O)c3c(n12)-c1ccccc1CC31CCCCC1	0.0	-5	-5	0.9

Looked up one by one from the list above, two records:
Molecule	FBW7 activator	TEAD-YAP block	MITF inh	GPR151 activ
COC(=O)c1sc(-c2ccccc2)cc1NC(=O)c1cc(=O)c2ccccc2o1	1.1	-5	18	-2.1
CC(C)(C)c1ccc(C(=O)CC(NCc2ccc3c(c2)OCO3)C(=O)O)cc1 (stereo not drawn)	0.0	21	4	-0.5

Next section:
Value order – FBW7 activator, TEAD-YAP block, MITF inh, GPR151 activ
Cc1cccc(C(=O)Nc2ccc(C(=O)N(c3ccccc3)c3ccccc3)cc2)c1
  0.1, 1, 0, -2.6
c1ccc(-n2ncc3c(SCC4CCCCO4)ncnc32)cc1 (stereo not drawn)
  0.0, -27, 14, -0.9
O=C(CS(=O)(=O)c1ccccc1)Nc1cc(C(F)(F)F)ccc1Cl
  0.3, -4, 6, 0.5
COc1ccc(-c2oc3ncn4nc(-c5ccccc5Cl)nc4c3c2-c2ccc(OC)cc2)cc1
  -0.1, -8, -2, 1.0
CCSC1=NCCN1S(=O)(=O)c1ccccc1
  -0.1, -10, 1, 1.1
COCCOC(=O)c1ccc(NC(=O)c2ccc(Cl)cc2Cl)cc1
  0.1, 14, 13, -1.1
O=C(NCc1ccco1)c1cn2ccsc2n1
  0.1, -13, -3, -0.6
COc1ccc(/C=C/C(=O)N(C)Cc2ccccc2)cc1
  0.4, -12, 23, 0.5
CCOc1ccc(S(=O)(=O)N2CCOCC2)cc1C(=O)O
  0.5, 2, 1, 2.2
Cc1ccc2nc(NC(=O)CC3(CC(=O)O)CCCC3)sc2c1
  0.0, -1, 10, -0.9
O=C(O)c1ccccc1CSc1ncccc1C(=O)O
  0.0, 0, -8, 1.7
CCCn1c(=O)c2ccccc2n2c(SCC(=O)NC3CCCC3)nnc12
  0.0, -3, -17, -1.8
O=C(O)CC1S/C(=N/N=C/c2ccccc2C(=O)O)NC1=O (stereo not drawn)
  0.1, -3, -6, -0.2
O=C(NCCOc1ccccc1)c1ccc2nc(Nc3ccc(C(F)(F)F)cc3)sc2c1
  0.6, -30, 8, -0.9
CCOC(=O)/C=C1\NC2(CCCC2)Cc2cc(OC)c(OC)cc21
  0.0, -9, -12, -0.8
O=C(CCC1CCCN(Cc2ccc3c(c2)CCO3)C1)N1CCN(c2ccccn2)CC1 (stereo not drawn)
  0.0, 4, 7, 1.1
Cc1ccc(NC(=O)c2cc3ccccc3cc2O)c([N+](=O)[O-])c1
  -0.1, -67, -25, 1.0
CCCn1cc(CN2CCN(Cc3ccc(C)cc3)C(CCO)C2)c(C)n1 (stereo not drawn)
  0.3, 5, 11, -2.3
CCOC(=O)CN1C(=O)N[C@@H](c2cccc(C(F)(F)F)c2)C(C(=O)OC)=C1C
  -0.1, /, -2, -1.4
COc1ccc(OC)c2sc(NC(=O)c3cc(Cl)sc3Cl)nc12
  0.0, -5, -5, 0.8
Cc1cc(C(=O)NCc2ccc(Cl)cc2)on1
  0.1, 15, 5, -1.3
CC(=O)C1=C(O)C(=O)N(c2nc3ccccc3s2)C1c1ccc(Cl)cc1Cl (stereo not drawn)
  0.1, 66*, 20, 0.8
COc1ccc(C(C)=O)cc1CSc1nc2ccccc2c2nc3ccccc3n12
  0.0, -7, 4, 2.1
COc1ccccc1NC(=O)CSc1nnc(NC(=O)c2ccc(C)cc2)s1
  0.1, -3, -6, 2.2
O=C(/C=C/c1ccccc1)NNC(=O)c1cnccn1
  -0.2, 14, 15, -1.1
COc1cc(Cl)c(S(=O)(=O)N2CCc3ccccc32)cc1Cl
  0.0, 21, 0, -0.5
CN(C)c1ccnc2sc3c(N(CCO)CCO)ncnc3c12
  -0.2, -1, -6, -0.6
COc1ccc(Nc2nnc(-c3ccc(C)c(S(N)(=O)=O)c3)c3ccccc23)cc1
  0.4, -5, 5, 0.0
O=C(CC1C(=O)NCCN1Cc1ccoc1)NCCc1ccc(Cl)cc1 (stereo not drawn)
  0.5, -6, 1, -1.0
CN1CCN(C(=S)c2ccc(Cl)cc2)CC1
  0.3, -2, 9, 1.0
CCn1c(C(=O)O)c(CC(=O)Nc2ccccc2OC)c2ccccc21
  0.2, 5, 2, -1.0
CCOC(=O)c1c(NC(=O)CSc2nnc(CNC(=O)Cc3ccccc3)n2C)sc2c1CCC2
  0.0, -9, -1, -1.4
Cc1c(C(=O)Nc2cccc(C(F)(F)F)c2)sc2ncn(CC(=O)N3CCCCC3)c(=O)c12
  -0.2, -3, 0, -0.3
CC(C)n1cnc2c(N)nc(-c3ccc(C(N)=O)cc3)nc21
  0.0, 12, 6, -0.4
OC1(c2ccc(F)cc2)CSC(=Nc2cccnc2)N1Cc1ccco1 (stereo not drawn)
  0.0, 11, 13, -1.3
CSc1nsc(SC)c1C(=O)N1CCN(S(=O)(=O)c2ccc(C)cc2)C1C(C)C (stereo not drawn)
  0.0, 6, -2, 2.3
CCCCNc1c[nH]c(=O)[nH]c1=O
  -0.3, 2, 35, 0.7
O=C(Nc1ccc(-c2noc(COc3ccc(Br)cc3)n2)cc1)c1cccs1
  0.1, -14, -4, -0.1
CC1=C(C(=O)OCCc2ccccc2)C(c2ccc([N+](=O)[O-])cc2)CC(=O)N1 (stereo not drawn)
  -0.1, 3, 0, 0.4
Cc1ccc(C(=O)N2CCN(S(=O)(=O)c3ccc(C)cc3)C2)cc1
  -0.1, -5, 16, -0.2

As a working copy, part of the list above.
Value order – FBW7 activator, TEAD-YAP block, MITF inh, GPR151 activ
O=C(Nc1ccc(-c2noc(COc3ccc(Br)cc3)n2)cc1)c1cccs1
  0.1, -14, -4, -0.1
CC1=C(C(=O)OCCc2ccccc2)C(c2ccc([N+](=O)[O-])cc2)CC(=O)N1 (stereo not drawn)
  -0.1, 3, 0, 0.4
Cc1ccc(C(=O)N2CCN(S(=O)(=O)c3ccc(C)cc3)C2)cc1
  -0.1, -5, 16, -0.2

Other records:
Value order – FBW7 activator, TEAD-YAP block, MITF inh, GPR151 activ
CNC(=O)CSc1nnc(-c2ccccc2N)n1C
  0.4, -12, 16, 0.1
C[C@@H]1CN(Cc2nnnn2CC(=O)N2CCC(N3CCSCC3)CC2)C[C@H](C)O1
  -0.2, -2, 1, 0.1
COc1ccc(-c2cc3cc(OC)c(OC)cc3c(C)n2)cc1OC
  0.0, -17, 3, 2.4
C[C@H](NC(N)=O)C(=O)Nc1ccc(Cl)c(Cl)c1
  -0.1, -2, 11, -0.6
COC(=O)c1nnn(CC(=O)Nc2ccc(C(C)C)cc2)c1C(=O)OC
  0.1, 12, 1, 3.3
COc1ccc(N2CCN(Cc3nc4c([nH]3)c(=O)n(C)c(=O)n4C)CC2)cc1
  -0.2, -2, -4, -0.3
COc1ccc(-c2nc3c(c4c2C[C@H](c2ccccc2)OC4)CN(S(=O)(=O)c2ccc(C)cc2)CC3)c(C)c1
  0.1, /, 14, 0.9
CCc1ccc(C(=O)Oc2ccc(C#N)cc2)cc1
  0.1, -6, -2, 2.0
COC(=O)CSC/C(C)=N\Nc1ccc([N+](=O)[O-])cc1[N+](=O)[O-]
  -0.3, -3, -1, 0.2
COc1cccc(C(=O)NCc2n[nH]c(=S)n2-c2ccc(Br)cc2)c1
  0.2, 7, 14, 0.4
O=C(N/N=C/c1ccccc1F)c1ccccc1I
  0.2, 12, 1, -1.5
CCC(C)NCCOCCOc1ccc(F)cc1 (stereo not drawn)
  0.0, -2, 17, 0.2
